# Cneo AK release – Cryptococcus neoformans lysis via adenylate kinase release; C. neoformans lysis, adenylate kinase release luminescence, 4 h; normalised: neutral wells 0, clomiphene wells 100; lysis activity, % at 15 µM; 360,000 tested, 0.2% active; AID 651654;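 active = mean lysis activity across replicates of at least 80%, whatever share of replicates individually reach that level; inactive = mean lysis activity below 80%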
#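 Assay system: C. neoformans cells. Amount: yeast cell density of 5 × 10^6 cells/mL. Technique: AK luminescence. Buffer or medium: YPD. Times: static 4 h at 37 °C with compound, 1 h detection. Dosing: single-point compound dose. Read-out: lysis from increased AK signal.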
# PGC1a acetyl inh – modulators of PGC1a acetylation | AID 651687 | U2OS PGC1a acetylation, AlphaScreen anti-acetyl-lysine; with virally co-expressed GCN5 acetyltransferase | inhibition, % at 15.6 µM | 350,000 tested, 0.17% active;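 active = every replicate shows inhibition of at least 40%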;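 note: 0% = neutral control wells and 100% = positive control wells; some results beyond the cut were filed as inactive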
# miR122 inh – miR-122 inhibition in Huh7 cells | 340,000 tested, 0.3% active | Huh7 miR-122 Renilla luciferase sensor, 48 h; neutral wells = 0, positive control = 100 | activation (reporter increase), % at 12.5 µM | AID 602342;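 active = mean replicate activation score at least 90 and every replicate individually at or above 90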;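 note: higher luciferase means less miR-122 activity so hits act as miR-122 inhibitors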
# Numbers without * were called inactive. An excerpt (hit frequency here may not be typical).
mol,Cneo AK release,PGC1a acetyl inh,miR122 inh
CCN(CC)c1ccc(-c2nnc(SCC(=O)Nc3ccccc3C#N)n2-c2ccccc2)cc1,1,-17,-5
CC(=O)N1CCN(S(=O)(=O)c2cccc(C(=O)Nc3nc4ccccc4[nH]3)c2)CC1,-1,-15,-3
CCOc1ccc(N2C(=O)c3cccnc3C2Nc2ccc(C)cc2)cc1 (stereo not drawn),-3,2,1
OCCCc1nc2ccccc2n1CCOc1ccccc1,0,2,-9
CCOC(=O)c1cc(-c2ccc(C)o2)n[nH]1,-2,10,-4
CCOc1ccc(S(=O)(=O)NCCC(=O)NC2=NCCS2)cc1,0,-4,-4
COc1ccc2c(c1)[nH]c1c(=O)n(CCC3=CCCCC3)cnc12,1,7,2
Cc1ccc2cc(CN(CC(C)C)S(=O)(=O)c3ccccc3)c(=O)[nH]c2c1,-1,4,-2
COC(=O)c1cc(S(=O)(=O)Nc2cccc(-c3cnco3)c2)oc1C,3,-6,20
Cn1c(Cc2ccccc2)nnc1SCC(=O)N1CCN(c2ccccc2)CC1,1,8,-3
CCOc1ccc(N(C(=O)Cn2nnc3ccccc32)C(C(=O)NC(C)(C)CC)c2cccn2C)cc1 (stereo not drawn),-5,-12,-3
COc1ccc(CCN2C(=O)C3C4CC(C5C(C(N)=O)=NOC45)C3C2=O)cc1OC (stereo not drawn),-1,3,-2
COCCNC(=O)C(c1ccc(F)cc1)N(CCOC)C(=O)CCC(=O)Nc1nccs1 (stereo not drawn),0,-1,6
COc1ccccc1NC(=O)C1CCCN1S(=O)(=O)c1cccc2nsnc12 (stereo not drawn),-2,-7,5
C=CCn1c(COc2ccccc2)nnc1SCC(=O)N/N=C/c1ccc(C)cc1,-3,-2,-6
COc1ccc(C(=O)/C(=C\c2ccco2)N2C=CC=CC2=C(C#N)C#N)cc1,-1,71*,-27
CN(C)/C=C1\C(=O)Nc2ccccc21,-2,3,12
COc1ccc(N(CC(=O)Nc2ccc3c(c2)OCCO3)S(=O)(=O)c2cccnc2)cc1,1,-18,0
O=[N+]([O-])c1ccc([C@H](O)[C@H](CO)N=Cc2ccccc2O)cc1,-2,6,-3
O=S(=O)(Nc1cccc2ncccc12)c1cccs1,1,-47,234*
COc1ccc(S(=O)(=O)Nc2ccc3c(c2)OCO3)cc1Cl,2,1,37
COc1ccc(CNC(=O)C2CCN(S(=O)(=O)c3c(C)n[nH]c3C)CC2)cc1,0,-1,5
O=C(CCOc1ccccc1)Nc1ccc(S(=O)(=O)N2CCCC2)cc1,-1,5,39
CC1CCCN(Cc2cnc(Cl)s2)C1 (stereo not drawn),4,12,-4
Cc1cc(C(=O)OCCO)c(C#N)c(N)n1,5,1,-4
COc1ccc(C(=O)NC(=S)N(Cc2ccccc2)Cc2ccccc2)cc1,3,-24,6
FC(F)(F)c1nnc(-c2ccccc2)nc1Oc1ccc(Cl)cc1Cl,-2,-34,-2
COc1cc2c(cc1OC)CN(C(=O)Cn1ccccc1=O)CC2,-3,7,0
Cc1ccc(C(=O)N(NC2=NS(=O)(=O)c3ccccc32)S(=O)(=O)c2ccc(C)cc2)cc1,0,0,2
CCC(C)Sc1ccc(-c2nc3ccc(C)cn3c2NCc2ccccc2)cc1OC (stereo not drawn),-3,-1,11
CC(C)CC(C(=O)O)N(Cc1ccccc1)Cc1ccccc1 (stereo not drawn),1,3,-3
Cn1c(SCc2ccccc2Cl)nc(C(F)(F)F)cc1=O,16,-4,-6
Cc1ccccc1OCCn1cnc2c(N)ncnc21,43,12,0
COc1ccccc1OCC(O)Cn1c(Br)nc2c1c(=O)[nH]c(=O)n2C (stereo not drawn),-1,1,0
C=C(C)COc1ccc2c(C)c(CC(=O)OC)c(=O)oc2c1C,-2,12,1
Cc1ccccc1Cn1c(CN2CCc3ccccc3C2)nc2c1c(=O)n(C)c(=O)n2C,1,-15,2
COc1ccc(N2CC(O)=C(c3n(C)c4ccccc4[n+]3C)C2=N)cc1,-2,-1,-1
C[N+]1(CCN2C(=O)C3CC=C(Cl)CC3C2=O)CCOCC1 (stereo not drawn),-1,2,-3
O=C(Nc1ccncc1)c1cccc(F)c1,-1,6,-3
CC1CCN(Cc2cnc(Cl)s2)CC1,1,-4,-12
CCc1nnc(NC(=O)CSc2nnc(CSc3nc(C)cc(C)n3)o2)s1,-1,-4,-6
COc1ccc2nc(SCc3cccnc3)c(C#N)cc2c1,1,-19,-1
CCOc1cc(-c2conc2N)cc(OCC)c1OCC,1,3,-1
CC(C)[C@H](Nc1nc(-c2ccccc2)nc2c1oc1ccccc12)C(=O)O,-1,1,2
CC(Nc1cc(N2CCCC2)ccc1[N+](=O)[O-])c1ccccc1 (stereo not drawn),0,-12,-3
Cn1c(=O)c2c(nc(N3CCNCC3)n2Cc2cccc3ccccc23)n(C)c1=O,-2,0,3
CN1c2ccccc2C(C)(C)C12CC(CCl)=NO2 (stereo not drawn),1,-12,-4
COC(=O)C1=CN(Cc2ccc(OC)cc2)C=C(C(=O)OC)C1c1cc(OC)c(OC)c(OC)c1,-1,-17,0
Cc1cc2c(nn1)CCC/C2=N\O,1,-5,-4
O=C(Nc1ccc2c(c1)OCCO2)c1ccc(Br)c(S(=O)(=O)N2CCOCC2)c1,-3,-13,-1

# Other structures follow.
mol,Cneo AK release,PGC1a acetyl inh,miR122 inh
OC(c1ccc(OCc2ccccc2)cc1)c1nnc(-c2ccccc2)o1 (stereo not drawn),8,5,0
Cn1cc(-c2coc3c(C(=O)NCc4ccco4)cccc23)cn1,0,-12,-1
COc1cccc(C(=O)O/N=C/c2ccc(Sc3ccc(C)cc3)nc2)c1,3,-4,-3
CCC(=O)NCCn1c(C)cc2ccccc21,0,2,0
Cc1ccc(C(=O)C2(C)C3c4cc(Br)ccc4OC(=O)C32C(=O)c2ccco2)cc1 (stereo not drawn),0,-8,6
CCN(CC)C(=O)C1CCN(CC2CC=CCC2)CC1 (stereo not drawn),-1,-8,10
COc1ccc(CNC(=O)c2csc(Cc3ccccc3)n2)cc1,0,3,5
O=C(Nc1cccc(F)c1)c1cc(S(=O)(=O)N2CCC(C(=O)O)CC2)ccc1F,-2,-1,-4
COCCCNC(=O)c1ccc2c(c1)ncn2-c1ccccc1OC,-1,-1,2
Cn1c(NN)nc2sc3c(c2c1=O)CCC3,-2,-4,-4
CN1CCC2(CC1)Nc1nc(SCc3ccc(Cl)cc3)nn1C1=C2CN(C)CC1,0,-39,0
Cc1c(C(=O)NC(C)C)oc2c1-c1[nH]ncc1CC2,-1,7,12
Cc1nnc(-c2cccc(Br)c2)c2cn(-c3ccc(Br)cc3)nc12,1,0,-9
Cc1cccc(CSc2nnc(NC(=O)CSc3nnc(C)s3)s2)c1,4,5,-3
O=C(c1cccc(S(=O)(=O)N2CCCCC2)c1)N1CCOCC1,3,-5,-8
Cc1csc(NC(=O)CSc2ccc(-c3ccccc3)nn2)n1,8,7,-4
CCC1CCCCN1Cc1nc2c(c(=O)n(C)c(=O)n2C)n1Cc1cccc2ccccc12 (stereo not drawn),1,18,0
CCOc1ccc2nc(NC(=O)C3CCCN(S(=O)(=O)c4cccs4)C3)sc2c1 (stereo not drawn),1,-6,-5
Clc1ccccc1COc1ccccc1-c1nnco1,2,-4,-7
COc1ccccc1C1CC(=O)NC(C)=C1C(=O)OCC(C)C (stereo not drawn),-4,-29,-7
CCCn1c2c(c(O)c(C(=O)Nc3ncccc3O)c1=O)CCCC2,0,9,-2
COC(=O)c1ccc(C)c(NS(=O)(=O)c2ccc(C)c([N+](=O)[O-])c2)c1,0,13,-9
CCOC(=O)c1sc(=S)n(Cc2ccccc2)c1N,1,-23,10
O=C(O)c1ccc(Cl)c(S(=O)(=O)NCc2ccco2)c1,3,-29,-1
CCc1nc2c(n1O)CCc1nonc1-2,3,-8,-5
COC(=O)c1ccccc1NC(=O)Cn1cc(Br)cn1,0,-4,1
Cc1c(C)c2c(OCC(=O)N3CCC(C(=O)NCC(C)C)CC3)cc3c(c2oc1=O)CCC(C)(C)O3,-3,-21,4
Clc1ncnc2scc(C3COc4ccccc4O3)c12 (stereo not drawn),-1,-7,2
Cc1onc(-c2ccccc2Cl)c1C(=O)NCc1cccs1,0,-7,2
Cc1ccc(NC(=O)CC2Nc3ccccc3NC2=O)cc1Cl (stereo not drawn),-5,-11,29
COc1ccc(N2CCN(C(c3cccc(OC)c3OC)c3nnnn3C3CCCC3)CC2)cc1 (stereo not drawn),2,-6,41
CCCCCNC1=CC(=O)CC(c2ccccc2)C1 (stereo not drawn),-4,-3,-4
CCc1cccc(NC(=O)COc2ccccc2)c1,1,-2,-4
CCCCS(=O)(=O)Nc1ccc(Cc2ccncc2)cc1,-1,11,5
Cc1ccc(/C=C2\SC(=S)N(Cc3ccccc3)C2=O)o1,-1,1,-14
CC(=O)Nc1nc2ccccc2n1CCN(C)C,0,-1,-4
CCOC(=O)N1CCC(NC(=O)CCc2nc(-c3ccccc3F)no2)CC1,-2,2,-1
Cc1nnc(SCC(=O)N(C)Cc2ccccc2)[nH]c1=O,-1,10,-4
O=C(Oc1cccc2c(O)cccc12)c1ccccc1,-3,-7,-1
CN=C(Nc1cc(Cl)ccc1Cl)SC1CC(=O)N(c2ccc(C(=O)OC)cc2)C1=O (stereo not drawn),3,5,0
COCCCN1CN(S(=O)(=O)c2ccc(Cl)cc2)c2nc3ccccc3nc21,4,-10,-5
Cc1cc(OCC(=O)N2CCOCC2)ccc1NC(=O)C1CCCCC1,-2,-5,-3
Cc1cc(Cl)c(S(=O)(=O)NCc2cccnc2)cc1OCC(N)=O,3,7,7
CCCCC(C(=O)NC(C)(C)C)N(Cc1ccco1)C(=O)c1snc(C(N)=O)c1N (stereo not drawn),1,-18,-16
COC(=O)[C@H](C)NC(=O)Nc1ccc(OC(F)(F)F)cc1,3,-4,2
Cc1cc(-c2nnc(SCC(=O)NC3CCCC3)o2)no1,-1,-8,-6
COc1ccc(Nc2nc3ccccc3nc2-n2nc(C)cc2C)cc1,9,-7,-7
O=C1C(=O)c2ccc(-c3ccccc3)cc2-c2ccccc21,4,13,-6
COc1ccc(C(=O)N[C@H]2COC(C)(C)O[C@H]2c2ccccc2)cc1,3,2,-5
Cc1ccc(C)c(C(=O)CSc2nnnn2-c2cccnc2)c1,-4,-9,1

# (more compounds)
mol,Cneo AK release,PGC1a acetyl inh,miR122 inh
Cc1ccccc1C(=O)Nc1cccc(N)c1,0,19,1
N#CC1(Cc2ccccc2Cl)c2ccccc2C=CN1C(=O)c1ccccc1 (stereo not drawn),1,-22,70
CCC(=O)Nc1ccc(-c2nnc(SCC(=O)N3CCCCC3)n2C)cc1,-1,-1,-4
O=S(=O)(Cc1ccccc1)c1ccccc1-c1nnc(-c2ccccc2)o1,2,44,2
O=C1/C(=C\c2cccnc2)CCc2ccccc21,-6,-4,-1
O=c1c2ccccc2nc(SCc2cn3ccsc3n2)n1-c1ccccc1F,-2,-10,-2
Cc1nn(CC(O)COc2ccc3c(c2)CCC3)c(C)c1C (stereo not drawn),5,1,3
CCS(=O)(=O)N1CCC(C(=O)NCCCN2CCC(Cc3ccccc3)CC2)CC1,0,-4,-6
CCOC(=O)c1c(-c2ccc(-c3ccccc3)cc2)csc1NC(=O)C1C2CCC(O2)C1C(=O)O (stereo not drawn),1,3,-1
O=C(O)C1CCCNC1 (stereo not drawn),-1,-4,3
COc1ccc(CNc2cccc(F)c2)cc1Br,-11,-3,-2
COc1ccc(S(=O)(=O)N(CCCN2CCCC2=O)Cc2cc3cc(C)c(C)cc3[nH]c2=O)cc1,2,-8,-4
CCN=C(Nc1ccc2c(c1)OCO2)SC1CC(=O)N(c2ccccc2F)C1=O (stereo not drawn),3,5,2
Cn1c(SCC(=O)NC2CCCCC2)nnc1-c1cccc(N)c1,0,-2,-1
CCCOc1ccc(N2C(=O)CC(N3CCC(O)(c4cccc(C(F)(F)F)c4)CC3)C2=O)cc1 (stereo not drawn),-2,6,-8

# Screening data deposited in PubChem BioAssay by Broad Institute.
